Screens from PubChem.
LDHA inh: qHTS assay for inhibitors of human lactate dehydrogenase; purified LDHA, NADH/diaphorase-resazurin fluorescence; active compounds read low; L-lactate dehydrogenase A chain (Homo sapiens), P00338; activity change, % (values are at about 110 or 230 µM); actives 0.15% (n = 480,000); AID 1347041, 2019; in the data active means activity change below about -30%; inconclusive means mostly about -25% to -30%;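 further: plate controls were DMSO wells for no effect and wells without enzyme for full effect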
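LDH5 2 nM; NADH 0.06 mM, pyruvate 0.2 mM; 200 mM Tris pH 7.4, EDTA, Tween-20; 5 min RT. Detection: diaphorase 0.133 mg/mL + resazurin 37 µM, fluorescence ex540/em590 at 0 and 20 min; normalized to enzyme-free and DMSO wells.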
GRP78 ERSR act: qHTS for Inducers of the Endoplasmic Reticulum Stress Response (ERSR) in Human Glioma: qHTS; U87-MG GRP78 promoter luciferase reporter, 16 h; Potency, µM, inactives show top-dose activation, most hits filed as activators; actives 0.02% (n = 420,000); AID 602332, 2012; further: potency means the concentration at half of the fitted maximal effect; series mostly up to about 76 µM; % of control where 0% means no effect; nearly all actives have a fitted effect of over 35% in size
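Stably transfected U87-MG human glioma cells carrying a GRP78-based luminescent sensor were seeded at 1000 cells/well, pin-dosed with compounds and incubated 16 h. Luciferase reagent was then added, and end-point luminescence was read after 10 min at room temperature.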
Vif-APOBEC3G blk: qHTS for Inhibitors of Vif-A3G Interactions: qHTS. Potency, µM (series often up to 46.1 µM), for the others: at the highest dose activity, negative = active, most hits filed as inhibitors. DNA dC->dU-editing enzyme APOBEC-3G (Homo sapiens), Q9HC16. HeLa A3G-eYFP + Vif (tagged APOBEC3G with the HIV-1 protein that degrades it), YFP fluorescence, overnight. actives 0.076% (n = 410,000);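 further: potency means the concentration at half of the fitted maximal effect; on the % scale 0 is the no-effect control and ±100 the full control effect; nearly all actives have a fitted effect of over 60% in size; hits raise eYFP signal because A3G escapes Vif-driven loss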
Target sequence (Q9HC16 whole entry, looked up): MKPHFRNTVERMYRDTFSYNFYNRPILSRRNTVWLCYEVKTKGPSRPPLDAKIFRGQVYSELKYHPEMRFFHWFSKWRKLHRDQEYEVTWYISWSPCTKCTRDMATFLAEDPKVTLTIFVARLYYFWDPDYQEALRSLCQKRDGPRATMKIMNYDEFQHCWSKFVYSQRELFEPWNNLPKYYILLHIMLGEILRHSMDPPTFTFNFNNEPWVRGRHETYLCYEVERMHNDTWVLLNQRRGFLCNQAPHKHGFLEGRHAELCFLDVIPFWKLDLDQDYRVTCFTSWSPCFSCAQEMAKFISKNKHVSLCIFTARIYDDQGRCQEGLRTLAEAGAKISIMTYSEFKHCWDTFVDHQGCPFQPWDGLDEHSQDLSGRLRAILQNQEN
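Read-out is eYFP fluorescence (Ex 488/Em 500-530) from Vif-expressing HeLa A3G-eYFP cells; more signal means A3G escaped Vif-mediated degradation. Cells plated overnight, compound pinned in, incubated overnight at 37 deg C.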
PI4K2A block: qHTS for small molecular inhibitors of PI4K2A | Phosphatidylinositol 4-kinase type 2-alpha (Homo sapiens), Q9BTU6 | purified PI4K2A, ADP-Glo luminescence, 1 h; active compounds read low | activity change, negative = inhibition, % at 76.9 µM | actives 0.13% (n = 420,000) | AID 1346378, 2018; in the data active means activity change below about -50%; inconclusive means mostly about -30% to -49%;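 further: -100% = wells without enzyme as full effect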
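ADP-Glo luminescence measured ADP generated by PI4K2A enzyme (4 ug/mL before mixing) with 1.2 mM PI substrate (pre-mix) and 300 microM ATP (pre-mix). Tris pH7.5 buffer with MgCl2, Triton X-100; 1 h reaction at ambient temperature.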
TrxR1 substrate: qHTS Assay for Substrates of Mammalian Selenoprotein Thioredoxin Reductase 1 (TrxR1): qHTS; AID 588456, 2011; Potency, µM (top dose mostly 114 µM), inactives show at the highest dose activity change, negative = substrate turnover; purified TrxR1 substrate turnover, NADPH consumption readout; actives 0.01% (n = 390,000); Thioredoxin reductase 1, cytoplasmic (Rattus norvegicus), O89049; further: potency means the concentration at half of the fitted maximal effect; on the % scale 0 is the no-effect control and ±100 the full control effect; nearly all actives have a fitted effect of over 50% in size
Target sequence (O89049 whole entry, looked up): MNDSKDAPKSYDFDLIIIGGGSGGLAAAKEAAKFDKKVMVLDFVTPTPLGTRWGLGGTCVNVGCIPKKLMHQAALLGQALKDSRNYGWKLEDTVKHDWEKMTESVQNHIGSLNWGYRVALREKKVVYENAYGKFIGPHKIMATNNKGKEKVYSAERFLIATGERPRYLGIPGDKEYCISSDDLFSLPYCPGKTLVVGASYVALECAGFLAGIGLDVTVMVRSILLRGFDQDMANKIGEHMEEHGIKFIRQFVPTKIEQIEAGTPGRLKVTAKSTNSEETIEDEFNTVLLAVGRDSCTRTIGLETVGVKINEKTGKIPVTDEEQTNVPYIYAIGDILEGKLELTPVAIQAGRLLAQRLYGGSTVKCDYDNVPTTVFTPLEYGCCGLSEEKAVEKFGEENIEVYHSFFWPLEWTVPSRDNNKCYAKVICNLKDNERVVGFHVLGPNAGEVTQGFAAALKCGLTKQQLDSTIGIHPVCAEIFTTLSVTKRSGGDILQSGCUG
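Rat TrxR1, dispensed at 90 nM, was prereduced with 400 uM NADPH (final) for 5 min at ~22 deg C, then incubated with compound 15 min before 400 uM selenite. A first-read NADPH fluorescence drop versus no-compound background flagged substrates.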
USP1 inh: Inhibitors of USP1/UAF1: Primary Screen; recombinant USP1/UAF1, Ub-Rhodamine cleavage fluorescence; AID 743255, 2014; Ubiquitin carboxyl-terminal hydrolase 1 (Homo sapiens), O94782; actives 0.23% (n = 390,000); Potency, µM (top dose mostly 57.1 µM), for inactives: at the top dose activity change, negative = inhibition, usual class: inhibitors; further: potency means the concentration at half of the fitted maximal effect; on the % scale 0 is the no-effect control and ±100 the full control effect; nearly all actives have a fitted effect of over 60% in size; inactives centre near -12
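USP1/UAF1 complex at 1 nM was preincubated with compound for 15 min at room temperature, then Ub-Rho substrate (150nM final) was added. Fluorescence (480/540 nm) was read kinetically, 6 reads every 60 seconds.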
mIDH1 inhibitor: qHTS for Inhibitors of mutant isocitrate dehydrogenase 1 (IDH1): qHTS. actives 0.093% (n = 390,000). IDH1-R132H enzyme, NADPH consumption, diaphorase/resazurin fluorescence. Isocitrate dehydrogenase [NADP] cytoplasmic (Homo sapiens), O75874. Potency, µM (titrated, usually from 76.6 µM), for inactives: at the top dose activity change, negative = inhibition, most hits filed as inhibitors. AID 602179, 2012; further: potency means the concentration at half of the fitted maximal effect; on the % scale 0 is the no-effect control and ±100 the full control effect; nearly all actives have a fitted effect of over 65% in size
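IDH1-R132H (0.5 ug/mL dispensed) in pH 7.5 Tris buffer was preincubated 30 min with compound, then given a substrate mix of 0.016 mM NADPH and 2 mM alpha-KG for 80 min at room temperature; remaining NADPH was read by diaphorase/resazurin fluorescence.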
Vif-APOBEC3F blk: qHTS for Inhibitors of Vif-A3F Interactions: qHTS; HeLa A3F-eYFP + Vif (tagged APOBEC3F with the HIV-1 protein that degrades it), YFP fluorescence increase; Potency, µM (titrated, usually from 46.1 µM), without a hit: at the top dose activity, negative = active; actives 0.2% (n = 390,000); AID 602313, 2012; further: potency means the concentration at half of the fitted maximal effect; % of control where 0% means no effect; nearly all actives have a fitted effect of over 65% in size
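HeLa cells stably expressing A3F-eYFP plus Vif, plated and incubated overnight at 37 deg C, then exposed to compounds overnight at 37 deg C. Blocked degradation read as raised yellow fluorescence (Ex 488/Em 500-530).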
RXFP1 agonist: qHTS Assay for Agonists of the Relaxin Receptor RXFP1; HEK293T-RXFP1 cAMP TR-FRET, 30 min; response scale: percent of porcine relaxin response, buffer zero; Potency, µM (doses to about 57.5 µM), for inactives: top-dose activation, hits mostly activators; actives 0.3% (n = 370,000); AID 2676, 2010; further: potency means the concentration at half of the fitted maximal effect; on the % scale 0 is the no-effect control and ±100 the full control effect; nearly all actives have a fitted effect of over 60% in size; many of its hits are not listed in these tables
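HEK293T cells stably expressing RXFP1 were pretreated with the PDE4 inhibitor Ro 20174, exposed to compounds for 30 min at 37C, lysed, and cAMP was read by TR-FRET. Data normalized to buffer (basal) and 29 nM porcine relaxin (100%).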
Active calls of the source: *; & = joins results of further samples; [ ] = dose if it differs, or a comment. Unless noted, the call rests on the fitted dose curve; in most records, active means well fitted curve in the direction sought with a large enough effect; inconclusive means small, poorly fitted or top-dose-only effect, or another doubt; inactive means no such curve, though single readings can be large; an effect the other way counts as inactive or inconclusive.

Results for Cn1c(N)c(C(=O)c2ccc(Cl)cc2)c(=O)n(C)c1=O ?
LDHA inh: -2; GRP78 ERSR act: -3%; Vif-APOBEC3G blk: -1%; PI4K2A block: -1; TrxR1 substrate: -12%; USP1 inh: -3%; mIDH1 inhibitor: 0%; Vif-APOBEC3F blk: -12%; RXFP1 agonist: -0.7%

What do the screens show for `Cc1cc(NC(=O)CCc2nc3cccnc3n2-c2ccccc2)ccc1Br`?
LDHA inh: -11; GRP78 ERSR act: -5%; Vif-APOBEC3G blk: -3%; PI4K2A block: 3; TrxR1 substrate: -7%; USP1 inh: -12%; mIDH1 inhibitor: -16%; Vif-APOBEC3F blk: -10%; RXFP1 agonist: -2.2%

How did Nc1c(-c2nc(-c3ccccc3)no2)nnn1CC(=O)Nc1cccc(F)c1 do in these assays?
LDHA inh: 1; GRP78 ERSR act: -2%; Vif-APOBEC3G blk: -2%; PI4K2A block: -12; TrxR1 substrate: 2%; USP1 inh: -27%; mIDH1 inhibitor: 3%; Vif-APOBEC3F blk: 1%; RXFP1 agonist: 3.6%

What do the screens show for `C=CCOC(=O)C1=C[C@H](c2ccc(Br)cc2)C[C@H](OCc2ccc(CO)cc2)O1`?
LDHA inh: -5; GRP78 ERSR act: 2%; Vif-APOBEC3G blk: 3%; PI4K2A block: 3; TrxR1 substrate: -1%; USP1 inh: -16%; mIDH1 inhibitor: -8%; Vif-APOBEC3F blk: -5%

Results for Cc1ccc(CC(=O)O/N=C(\N)c2ccccn2)cc1 ?
LDHA inh: -1; GRP78 ERSR act: -1%; Vif-APOBEC3G blk: -13%; PI4K2A block: -3; TrxR1 substrate: 4%; USP1 inh: -26%; mIDH1 inhibitor: -10%; Vif-APOBEC3F blk: 2%; RXFP1 agonist: 0.9%

How did CCN(CC)C(=O)CC(c1ccc(OC)cc1)c1c(O)cc(OC)cc1OC (configuration not stated) do in these assays?
LDHA inh: 5; GRP78 ERSR act: -4%&-4%; Vif-APOBEC3G blk: 0%&1%; PI4K2A block: -3; TrxR1 substrate: -5%&-3%; USP1 inh: -29%; mIDH1 inhibitor: -8%[38.3 µM]; Vif-APOBEC3F blk: 2%; RXFP1 agonist: 0.0%

Results for COc1ccc(Cl)cc1NC(=O)c1cc2nc(-c3ccc(C)cc3)cc(C(F)(F)F)n2n1 ?
LDHA inh: -7; GRP78 ERSR act: -2%; Vif-APOBEC3G blk: 5%; PI4K2A block: 1; TrxR1 substrate: -3%; USP1 inh: inconclusive; mIDH1 inhibitor: -5%; Vif-APOBEC3F blk: 4%; RXFP1 agonist: -3.0%

How did c1ccc(-c2[nH]ncc2CN2CCN(Cc3ccc4c(c3)OCO4)CC2)cc1 do in these assays?
LDHA inh: -2; GRP78 ERSR act: 0%; Vif-APOBEC3G blk: 1%; PI4K2A block: -5; TrxR1 substrate: 3%[57.1 µM]; USP1 inh: 1%; mIDH1 inhibitor: 3%; Vif-APOBEC3F blk: -14%; RXFP1 agonist: -1.3%

How did COc1ccc(NCc2nc3ccccc3n2CCOc2ccccc2)cc1 do in these assays?
LDHA inh: 10; GRP78 ERSR act: 7%; Vif-APOBEC3G blk: -17%; PI4K2A block: -1; TrxR1 substrate: -16%; USP1 inh: -7%; mIDH1 inhibitor: 1%; Vif-APOBEC3F blk: 5%; RXFP1 agonist: -0.2%

What do the screens show for `Fc1cccc(Cl)c1-c1nnc2ccc3ccccc3n12`?
LDHA inh: -3; GRP78 ERSR act: 1%; Vif-APOBEC3G blk: -1%; PI4K2A block: 1; TrxR1 substrate: 0%; USP1 inh: -6%; mIDH1 inhibitor: 4%; Vif-APOBEC3F blk: 2%; RXFP1 agonist: 1.6%

How did O=C(NCCc1nc2ccccc2[nH]1)c1ccc(Cl)c([N+](=O)[O-])c1 do in these assays?
LDHA inh: 6; GRP78 ERSR act: -5%; Vif-APOBEC3G blk: -3%; PI4K2A block: -3; TrxR1 substrate: -8%; USP1 inh: -11%; mIDH1 inhibitor: 6%; Vif-APOBEC3F blk: 1%; RXFP1 agonist: -1.5%

How did CCOC(=O)c1ccc(NC(=O)c2c(NC(=O)CCC(=O)O)sc3c2CCCCC3)cc1 do in these assays?
LDHA inh: -5; GRP78 ERSR act: -2%; Vif-APOBEC3G blk: -5%; PI4K2A block: -5; TrxR1 substrate: -4%[57.1 µM]; USP1 inh: inconclusive; mIDH1 inhibitor: 4%; Vif-APOBEC3F blk: 1%; RXFP1 agonist: 0.7%

How did COC(=O)c1c(-c2ccc(F)cc2)noc1N do in these assays?
LDHA inh: -1; GRP78 ERSR act: -2%; Vif-APOBEC3G blk: 1%; PI4K2A block: 4; TrxR1 substrate: -1%; USP1 inh: 6%; mIDH1 inhibitor: 5%; Vif-APOBEC3F blk: -3%; RXFP1 agonist: -1.1%

Results for N#C/C(C(=O)NCc1ccccc1)=C1/N=C(NC(=O)c2cccs2)c2ccccc21 ?
LDHA inh: -1; GRP78 ERSR act: -2%; Vif-APOBEC3G blk: -4%; PI4K2A block: 1; TrxR1 substrate: -18%; USP1 inh: -15%; mIDH1 inhibitor: 0%; Vif-APOBEC3F blk: inconclusive; RXFP1 agonist: 5.9%

What do the screens show for `O=C(N1CCOCC1)C1(c2ccc(Cl)cc2)CCCC1`?
LDHA inh: -7; GRP78 ERSR act: 2%; Vif-APOBEC3G blk: -2%; PI4K2A block: 2; TrxR1 substrate: 9%; USP1 inh: -25%; mIDH1 inhibitor: 4%; RXFP1 agonist: 2.0%

How did O=C(NCCc1ccccc1)C(=O)NCC1OCCN1S(=O)(=O)c1ccc(Br)cc1 (configuration not stated) do in these assays?
LDHA inh: -6; GRP78 ERSR act: 1%; Vif-APOBEC3G blk: 3%; PI4K2A block: -2; TrxR1 substrate: -1%; USP1 inh: -16%; mIDH1 inhibitor: -3%; Vif-APOBEC3F blk: 0%; RXFP1 agonist: 2.1%

How did Cc1ccc(/C=N/NC(=O)C2CCN(Cc3ccc(F)cc3Cl)CC2)o1 do in these assays?
LDHA inh: 2; GRP78 ERSR act: -6%; Vif-APOBEC3G blk: 0%; PI4K2A block: -2; TrxR1 substrate: -11%; USP1 inh: -6%; mIDH1 inhibitor: 5%; Vif-APOBEC3F blk: 7%; RXFP1 agonist: 0.4%

How did CN1CCN(Cc2c(O)c(Cl)cc3c(-c4ccccc4)cc(=O)oc23)CC1 do in these assays?
LDHA inh: 6; GRP78 ERSR act: inconclusive; Vif-APOBEC3G blk: 3%; PI4K2A block: 0; TrxR1 substrate: 4%; USP1 inh: -21%; mIDH1 inhibitor: 6%; Vif-APOBEC3F blk: 8%; RXFP1 agonist: 4.7%

Results for CSc1n[nH]c(NCc2ccc(Cl)cc2)n1 ?
LDHA inh: 0; GRP78 ERSR act: 3%; Vif-APOBEC3G blk: 1%; PI4K2A block: -1; TrxR1 substrate: -7%; USP1 inh: -12%; mIDH1 inhibitor: 3%; Vif-APOBEC3F blk: -1%; RXFP1 agonist: -0.8%

Results for Cc1oc(-c2ccccc2)nc1Cn1c(=O)cc(-c2ccccc2)c2c(C)nn(C)c21 ?
LDHA inh: -2; GRP78 ERSR act: -4%; Vif-APOBEC3G blk: 3%; PI4K2A block: -4; TrxR1 substrate: 10%[57.1 µM]; USP1 inh: -8%; mIDH1 inhibitor: -12%; Vif-APOBEC3F blk: 0%; RXFP1 agonist: 3.7%

Entries above that have a thiophene ring, fused or not:
How did CCOC(=O)c1ccc(NC(=O)c2c(NC(=O)CCC(=O)O)sc3c2CCCCC3)cc1 do in these assays?
LDHA inh: -5; GRP78 ERSR act: -2%; Vif-APOBEC3G blk: -5%; PI4K2A block: -5; TrxR1 substrate: -4%[57.1 µM]; USP1 inh: inconclusive; mIDH1 inhibitor: 4%; Vif-APOBEC3F blk: 1%; RXFP1 agonist: 0.7%

Results for N#C/C(C(=O)NCc1ccccc1)=C1/N=C(NC(=O)c2cccs2)c2ccccc21 ?
LDHA inh: -1; GRP78 ERSR act: -2%; Vif-APOBEC3G blk: -4%; PI4K2A block: 1; TrxR1 substrate: -18%; USP1 inh: -15%; mIDH1 inhibitor: 0%; Vif-APOBEC3F blk: inconclusive; RXFP1 agonist: 5.9%

An excerpt; count on the stated rates, not on these rows.
